Screening results deposited in PubChem BioAssay by National Center for Advancing Translational Sciences (NCATS).
KAT2A inh: blocks human GCN5L2 histone acetyltransferase | Q92830 | GCN5L2 HAT assay, ThioGlo1 CoA-SH fluorescence | Potency, µM (highest dose often 58.9 µM), inactives show at the highest dose activity change, negative = inhibition, hits mostly inhibitors | actives 0.21% (n = 390,000)
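Preincubate 20nM GCN5L2 with compound 15 min, RT → add 50uM ThioGlo1 + 75uM H3(1-25) + 70uM acetyl-CoA → read fluorescence 0 and 20 min. Primary qHTS; fluorescent artifacts likely.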
TDP1 block: inhibitors of human tyrosyl-DNA phosphodiesterase TDP1; actives 0.28% (n = 350,000); AID 485290; Potency, µM (top dose mostly 130 µM), for inactives: at the highest dose activity change, negative = inhibition, most hits filed as inhibitors; recombinant TDP1, AlphaScreen DNA substrate cleavage; also: nearly all actives have a fitted effect of over 40% in size
Target sequence (Q9NUW8 whole entry, looked up): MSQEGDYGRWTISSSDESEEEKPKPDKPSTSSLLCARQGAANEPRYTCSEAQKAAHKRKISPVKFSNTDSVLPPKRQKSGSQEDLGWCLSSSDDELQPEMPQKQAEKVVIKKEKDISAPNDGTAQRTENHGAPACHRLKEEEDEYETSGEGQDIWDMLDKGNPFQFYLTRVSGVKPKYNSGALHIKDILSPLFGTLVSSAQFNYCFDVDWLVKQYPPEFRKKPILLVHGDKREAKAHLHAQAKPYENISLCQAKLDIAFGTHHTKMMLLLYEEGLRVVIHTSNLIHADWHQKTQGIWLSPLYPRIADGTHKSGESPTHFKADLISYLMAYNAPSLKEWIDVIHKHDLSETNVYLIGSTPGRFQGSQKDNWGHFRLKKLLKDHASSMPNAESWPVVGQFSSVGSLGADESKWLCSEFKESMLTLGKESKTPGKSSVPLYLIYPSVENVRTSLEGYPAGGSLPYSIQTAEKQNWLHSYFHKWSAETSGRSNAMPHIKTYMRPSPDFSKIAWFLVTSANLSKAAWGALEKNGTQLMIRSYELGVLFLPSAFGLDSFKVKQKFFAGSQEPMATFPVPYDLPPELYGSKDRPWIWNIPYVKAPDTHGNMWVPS
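AlphaScreen read-out: signal falls as enzyme removes the 3' tyrosine-FITC from a 5'-biotinylated DNA oligo (15 nM, 5 min, RT). Enzyme was E. coli-made recombinant Tdp1 at 1 nM, exposed to compound for 15 min beforehand; beads 10 ug/ml, 10 min.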
TDP1 cell noCPT: qHTS for Inhibitors of human tyrosyl-DNA phosphodiesterase 1 (TDP1): qHTS in cells in absence of CPT. DT40 Tdp1-/- hTDP1 cells, no CPT, ATP luminescence, 48 h. Potency, µM (highest dose often 46.2 µM), without a hit: at the top dose activity change, negative = growth inhibition, actives largely listed as inhibitors. actives 15% (n = 420,000); also: nearly all actives have a fitted effect of over 55% in size
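A cellular qHTS used chicken DT40 cells lacking endogenous Tdp1 but carrying stably transfected human TDP1. Compounds were applied without camptothecin, and cell growth kinetics were judged by ATP-dependent luminescence after ≥48 hr.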
Numbers without * were called inactive; ? = inconclusive; . = not tested or not shown; & = joins results of further samples; [ ] = another dose, or the depositor's remark. Calls follow the shape of the dose curve; as a rule, active = well fitted curve in the direction sought with a large enough effect; inconclusive = small, poorly fitted or top-dose-only effect, or another doubt; inactive = no such curve, though single readings can be large; an effect the other way counts as inactive or inconclusive. % is scaled to controls: 0 for no effect and ±100 for the full control effect; potency is read from the fitted curve at half-maximal effect. A portion of the library; the hit share may differ from the screen's.

Molecule,KAT2A inh,TDP1 block,TDP1 cell noCPT
COC(=O)c1cccc(NC(=O)COC(=O)CSc2nc(C)cc(C)n2)c1,-3%,4%,10%
O=C(COc1ccc(Br)cc1)Nc1ccc(Cc2ccncc2)cc1,-11%,11%,1%
C[C@@]12C(=O)N(c3cccc(Br)c3)C(=O)N1[C@H](c1ccc(Cl)cc1)[C@@H]1C(=O)N(C3CCCCC3)C(=O)[C@@H]12,-12%,.,?
O=C(C1CCCN(S(=O)(=O)c2cnc[nH]2)C1)N1CCN(c2ccc(Cl)cc2)CC1 (stereo unspecified),3%,2%,18µM*
C[C@H](NC(=O)c1nc[nH]c1C(=O)NCc1ccccc1)c1ccccc1,-3%,1%,?
O=C(NC1CCCCC1)c1cccc(COCC(F)(F)F)c1,-3%,8%[56.1 µM],-2%
CCC1S/C(=N/N=C/c2ccco2)N(Cc2ccccc2)C1=O (stereo unspecified),-13%,.,?
COc1ccc(Cl)cc1NC(=O)CSc1nnc2[nH]c(=O)cc(C)n12,3%,3%,-6%
COc1nc(-c2ccc(Cl)cc2)ccc1-c1noc(-c2cccs2)n1,?,3%,-8%
COc1cc2c(cc1OC)CN(C(=S)Nc1ccc(OC(F)F)cc1)CC2,-4%,8%,?
O=C(NCC(c1cccnc1)N1CCN(c2ccccc2)CC1)OCc1ccccc1 (stereo unspecified),-5%,4%,?
CN(C)c1nc(OCCNC(=O)Nc2ccc(Cl)cc2)nc(N(C)C)n1,-18%,5%,-14%
O=C(CN1C(=O)NC2(CCCC2)C1=O)OCc1ccc(Cl)c(Cl)c1,-9%,.,21µM*
COc1cc(NC(=S)NCCCN2CCOCC2)c(OC)cc1NC(=O)c1ccco1,-6%,4%,3%
Cc1cc(C)c(S(=O)(=O)N2CCN(C(=O)c3cccs3)CC2)c(C)c1,15%,-5%,?

Reprinted from the part before: four entries, then new ones.
Molecule,KAT2A inh,TDP1 block,TDP1 cell noCPT
CN(C)c1nc(OCCNC(=O)Nc2ccc(Cl)cc2)nc(N(C)C)n1,-18%,5%,-14%
O=C(CN1C(=O)NC2(CCCC2)C1=O)OCc1ccc(Cl)c(Cl)c1,-9%,.,21µM*
COc1cc(NC(=S)NCCCN2CCOCC2)c(OC)cc1NC(=O)c1ccco1,-6%,4%,3%
Cc1cc(C)c(S(=O)(=O)N2CCN(C(=O)c3cccs3)CC2)c(C)c1,15%,-5%,?
C#CCOCCOCCOCCNc1nc(N2CCN(C(=O)CCCCCCCCCCNC(=O)[C@H]([C@@H](C)CC)n3cc(CCCCN=C(N)N)nn3)CC2)nc(N2CCN(C(=O)CCCCCCCCCCNC(=O)[C@H](CO)n3cc(CCCSC)nn3)CC2)n1,-21%,12%,8.2µM*
COc1ccccc1N1CCN(C(=O)c2cc(-c3cccc(Cl)c3)on2)CC1,15%,1%,13µM*
CC(OC(=O)c1ccc([N+](=O)[O-])cc1)C(=O)NCC1CCCCC1 (stereo unspecified),-1%,0%,?
COc1ccccc1/C=N/NC(=O)c1cc2c(ccc3ccccc32)o1,-3%,3%,?
Cc1occc1C(=O)N/N=C/c1ccc2c(c1)OCO2,4%,-1%,?
O=C(CSc1n[nH]c(=O)n1C1CC1)Nc1cc(Cl)ccc1Oc1ccccc1,-7%,8%,15µM*
Cc1cc(=O)n2nc(N3CCCC(C(=O)Nc4ccc(C)c(C)c4)C3)sc2n1 (stereo unspecified),-19%,.,?
Cc1cccc(/C(N)=N/OC(=O)Cc2cccc3ccccc23)c1,-9%,-10%,-5%
CN1CCN(C(CNC(=O)c2ccc(F)cc2)c2ccc3c(c2)OCO3)CC1 (stereo unspecified),4%,3%,-12%
Cc1ccc(S(=O)(=O)Nc2ccccc2C(=O)OC(C)C(=O)Nc2ccc3ccccc3c2)cc1[N+](=O)[O-] (stereo unspecified),0%,-2%,?
Cc1cccc(N(C)c2cc(C)nc3ncnn23)c1,-1%,-3%,-25%
COC(=O)c1ccc(C(=O)OC)c(NC(=S)N2CCCCC2)c1,1%,2%,0%
Cc1nc(NC(=O)c2ccccc2)sc1C,-7%,.,?
CC(C)CN(C(=O)c1ccc(S(=O)(=O)N2CCCC2)cc1)C1CCS(=O)(=O)C1 (stereo unspecified),-2%,.,5%
CS(=O)(=O)NNC(=O)CN1C(=O)C2C3C=CC(C3)C2C1=O (stereo unspecified),2%,0%,-12%
COc1ccc(S(=O)(=O)N2CCCCC2)cc1NC(=O)CN(C)C1CCCCC1,-10%,3%,?
CC(=O)Nc1ccc(S(=O)(=O)NNC(=O)c2ccc(S(=O)(=O)N3CCCCC3)cc2)cc1,0%,-3%,-10%
CC1(C)OC(=O)C(=CNc2cccc(C(=O)O)c2)C(=O)O1,?,2%,-2%
COC(=O)NNC(=O)c1ccc(Cl)cc1Cl,1%,3%,11%
COc1ccc(NC(=O)CCCn2cc([N+](=O)[O-])cn2)cc1,3%,-5%,-4%
C=C(C)CN(CC)C(=O)CN1C(=O)NC2(CCCc3ccccc32)C1=O (stereo unspecified),-16%,?,1%
O=C(c1cccs1)N(Cc1cccnc1)c1nc2c(Cl)cccc2s1,-9%,5%,?
Cc1cc(C)c2oc(C(=O)Nc3ccc(S(=O)(=O)N4CCCCCC4)cc3)cc(=O)c2c1,-6%,2%,?
FC(F)(F)c1ccccc1-c1nccc(NCCN2CCOCC2)n1,-11%,.,5%
CCOC(=O)c1c(NC(=S)N2CCOCC2)sc(C)c1C,-5%,1%,-25%
COc1ccc(Cl)cc1NC(=O)CSc1nc2ccccc2c2nc(-c3ccccc3)nn12,0%,0%,-7%
COc1cccc(CNS(=O)(=O)c2cc(CN3C(=O)c4cccnc4C3=O)ccc2OC)c1,3%,3%,0%
Cc1ccccc1NC(=O)c1c(NC(=O)c2ccccc2F)sc2c1CCC(C)C2 (stereo unspecified),1%,.,-6%
COc1ccc(NS(=O)(=O)c2cc(NC(=O)CC(C)(C)C)ccc2N2CCCC2)cc1,-11%,1%,-28%
O=C(Nc1cccc(S(=O)(=O)Nc2ccccc2F)c1)c1ccc2ccccc2n1,?,5%,23µM*

Filtered by structure: those above with a CF3 group
Molecule,KAT2A inh,TDP1 block,TDP1 cell noCPT
O=C(NC1CCCCC1)c1cccc(COCC(F)(F)F)c1,-3%,8%[56.1 µM],-2%
FC(F)(F)c1ccccc1-c1nccc(NCCN2CCOCC2)n1,-11%,.,5%

Other results follow:
Molecule,KAT2A inh,TDP1 block,TDP1 cell noCPT
Cc1cccc(NC(=O)CNC(=O)COC(=O)CCS(=O)(=O)c2ccccc2)c1C,-4%,5%,16%
COc1ccccc1C(=O)NCC(=O)N/N=C/c1cc(Br)ccc1OCc1ccccc1,-9%,0%,23µM*
CCOC(=O)c1c(-c2ccccc2)csc1NC(=O)C1CCCO1 (stereo unspecified),-7%,-11%,?
Cc1nn(Cc2ccccc2Cl)c2sc(C(=O)NCc3ccc4c(c3)OCO4)cc12,-10%,5%,?
Oc1ccc(/C=N/N2CCN(C3c4ccccc4-c4ccccc43)CC2)c(O)c1,-19%,8%,?
COc1ccc(C(=O)COC(=O)c2nn(C)c(=O)c3ccccc23)c(OC)c1,-3%,-13%,5%
CC(C)Oc1ccc(CNC(=O)c2ccccc2NC(=O)c2nsc3ccccc23)cc1,-2%,3%,?
O=C(Nc1ccc(Cl)c(S(=O)(=O)N2CCOCC2)c1)c1cccs1,-1%,0%,?
CC(NS(=O)(=O)c1ccc2c(c1)C(=O)c1cc(S(=O)(=O)NC(C)C(=O)O)ccc1-2)C(=O)O (stereo unspecified),0%,.,10%
O=C(O)c1cc(Cl)nc2ccccc12,0%,0%,11%
CCOC(=O)c1oc2c(O)c(O)ccc2c(=O)c1-c1nncn1-c1ccccc1,-2%,4%,-6%
Cc1ccc(S(=O)(=O)N2CCOCC2)cc1NC(=O)CN(C)C1CCS(=O)(=O)C1 (stereo unspecified),22%,-1%,2%
COc1ccc(Nc2c([N+](=O)[O-])ccc3c2=NC2(CCCCC2)N=3)cc1,-25%,12%,21µM*
O=C(Nc1ccc2nsnc2c1)c1cccs1,-8%,4%,1%
COC(=O)C1=CN(CCCN2CCCC2=O)C=C(C(=O)OC)C1c1cccs1,?,0%,7%
CCC(=O)c1ccc(N2CCN(C(=O)c3ccc(Br)cc3)CC2)c(F)c1,?,-4%,10µM*
CN(c1ncnc(N)c1[N+](=O)[O-])C1CCS(=O)(=O)C1 (stereo unspecified),-2%,4%,?
CN(C)c1ccc(/C=[N+](\[O-])C2SC(=S)N(C)C2(C)C)cc1 (stereo unspecified),-5%,8%,-1%
O=C(Nc1ccccc1F)c1ccc(Cn2nc(N3CCN(c4ccccc4)CC3)ccc2=O)o1,1%,8%,15µM*
O=C(CCCN1C(=O)/C(=C/c2ccc(F)cc2)SC1=S)NC1CCS(=O)(=O)C1 (stereo unspecified),-11%,4%,?
Cc1ccccc1C1CC(c2ccc(F)cc2)Nc2nc(N)nn21 (stereo unspecified),5%,3%,?
COc1ccc(-c2cccc(C(=O)N3CCOCC3)c2)cc1,2%,.,5%
O=C(CN1C(=O)COc2ccc(S(=O)(=O)N3CCCC3)cc21)N1CCN(c2ccc(Cl)cc2)CC1,-8%,9%,.
COc1ccc(C(=O)OCC(=O)Nc2ccc(OC(F)F)cc2)c(OC)c1,-3%,4%,-19%
O=C(Nc1ccc(Cl)cc1)C1CCN(c2nc3ccccc3nc2C(F)(F)F)CC1,-7%,3%,-29%
Cc1[nH]c2ccccc2c1/C=N/NC(=O)CCC(=O)Nc1ccccc1,?,3%,-13%
Cc1ccccc1NC(=O)N1C2CCCC1CC(NC(=O)C(C)(C)C)C2 (stereo unspecified),-4%,2%,-13%
Cc1ccc2nc(N(CCCN(C)C)C(=O)c3ccc(Br)s3)sc2c1,-11%&-13%,-2%&5%,23µM*
COc1ccc(NC(C)=O)cc1S(=O)(=O)Nc1cccc(S(=O)(=O)NC2=NCCC2)c1,-2%,0%,21%
COc1cc(OC)c(NS(=O)(=O)c2c(C)nc3sc(C)cn3c2=O)cc1Cl,-3%,0%,15µM*
O=C(Nc1ccc(Br)cc1)c1ccccc1Br,1%,1%,19%
COc1ccc(OCc2cc(C(=O)N(C)C(C)c3ccon3)no2)c(Cl)c1 (stereo unspecified),-20%,2%,?
Cc1cccc(C(=O)Nc2cc(NC(=O)c3cccs3)ccc2C)c1,-4%,.,?
CN(C(=O)c1ccc(F)c(S(=O)(=O)N2CCOCC2)c1)C1CCCCC1,2%,0%,-8%
CCOC(=O)c1c(C)[nH]c(C(=O)Cn2nnc(-c3ccccc3Cl)n2)c1C,1%,4%,-11%
c1cncc(-c2nccc(NCc3cccs3)n2)c1,-17%,.,-17%
Cc1cccc(OCc2n[nH]c(=S)n2Cc2ccccc2)c1,-4%,-3%,-27%
O=C(NCCCN1CCN(CCCNC(=O)c2cc([N+](=O)[O-])ccc2Cl)CC1)c1cc([N+](=O)[O-])ccc1Cl,-8%,5%,-9%
CC(C)(Oc1ccc(Br)cc1)C(=O)N1CCc2ccccc21,-1%,-4%,?
Cc1ccc(OCC(=O)Nc2ccc(-c3nc4ccc(C)cc4o3)cc2)cc1,-6%,3%,18µM*
CC1=NOC2(C1)/C(=N/O)CCC/C2=N\O (stereo unspecified),1%,0%,-11%
NC(=O)C(=O)NN=C1C2CC3CC(C2)CC1C3,-5%,5%,5%
CN(CC(=O)N1CCOCC1)C(=O)CSc1nc2ccccc2s1,1%,-1%,1%
O=C(C1CCN(S(=O)(=O)N2CCC3(CC2)OCCO3)CC1)N1CCOCC1,-3%,4%,3%
C[C@H](CO)N1C[C@H](C)[C@@H](CN(C)C(=O)Nc2ccc3c(c2)OCO3)Oc2c(NC(=O)Cc3ccccc3)cccc2C1=O,2%,0%,-3%
O=C(O)c1cc(-c2ccc(Cl)cc2)n(-c2cccc(Cl)c2)n1,20%,.,-20%
COc1ccc(CCn2c(C(C)C)nc3oc4ccccc4c(=O)c3c2=O)cc1,0%,0%,29µM*
CCOC(=O)CSc1nnc(-c2c[nH]c3ccccc23)o1,?,4%,7%
